phage Ecoli inh: E. coli growth loss with phage present; growth absorbance; AID 651602; 0.26% of 360,000 active; inhibition, % at 11.9 µM; in the data active means inhibition above about 11%
OPRM1-OPRD1 ag: OPRM1-OPRD1 heterodimerization agonism; activation, % at 9.3 µM; cells, luminescence; 0.3% of 340,000 active; in the data active means activation above about 18%;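 further: 0% = vehicle-treated cells and 100% = reference agonist; values of inactives mirror those of a sister screen read the other way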
Target sequence (P35372 whole entry, looked up): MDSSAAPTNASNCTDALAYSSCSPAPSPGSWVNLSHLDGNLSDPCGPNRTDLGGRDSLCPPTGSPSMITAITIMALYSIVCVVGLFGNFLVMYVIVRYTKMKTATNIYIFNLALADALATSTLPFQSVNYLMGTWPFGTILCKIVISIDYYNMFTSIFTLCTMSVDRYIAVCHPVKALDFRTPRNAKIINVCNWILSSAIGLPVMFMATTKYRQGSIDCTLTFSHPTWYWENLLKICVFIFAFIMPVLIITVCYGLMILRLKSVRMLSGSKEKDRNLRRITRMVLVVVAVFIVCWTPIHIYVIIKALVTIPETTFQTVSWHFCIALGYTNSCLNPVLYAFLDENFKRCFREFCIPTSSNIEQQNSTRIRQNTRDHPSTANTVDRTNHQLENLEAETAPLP
Target sequence (P41143 whole entry, looked up): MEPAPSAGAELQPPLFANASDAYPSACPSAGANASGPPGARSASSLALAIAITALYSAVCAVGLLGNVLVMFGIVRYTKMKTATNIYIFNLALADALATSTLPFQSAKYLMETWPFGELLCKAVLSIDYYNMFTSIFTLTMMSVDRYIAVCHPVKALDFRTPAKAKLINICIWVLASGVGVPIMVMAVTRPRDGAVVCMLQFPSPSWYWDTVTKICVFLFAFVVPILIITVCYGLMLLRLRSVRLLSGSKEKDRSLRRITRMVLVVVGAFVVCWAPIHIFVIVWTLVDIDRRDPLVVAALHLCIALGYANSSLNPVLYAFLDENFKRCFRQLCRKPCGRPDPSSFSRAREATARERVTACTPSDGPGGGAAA
AddAB inh: less growth of phage-infected E. coli with AddAB. E. coli expressing H. pylori AddAB, absorbance growth. inhibition, % at 11.9 µM. 0.29% of 330,000 active. AID 435030; in the data active means inhibition above about 12%;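 further: 0% = vehicle wells of infected cells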
PfHsp90 yeast 2: reduces growth (ATP signal) of yeast expressing P. falciparum Hsp90; S. cerevisiae expressing PfHsp90, BacTiter-Glo ATP, 48 h; yeast lacking PDR1 and PDR3 efflux regulators; inhibition, % at 9.4 µM; 0.32% of 310,000 active; AID 504621;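 active means every replicate shows inhibition above about 80%, whatever the replicate mean, limit read from the data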;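 further: 0% = DMSO neutral controls and 100% = 20 µM radicicol positive controls; yeast relying on Plasmodium falciparum Hsp90 in place of its own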
Ecoli viability: bacterial growth inhibition, counter-screen for AddAB inhibitors | E. coli V3065 growth, OD600 absorbance, 18 h | inhibition, % at 11.9 µM | 0.27% of 330,000 active | AID 449728;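 active means inhibition above the campaign's mean inhibition across all tested compounds plus 3 SD, cut at about 9.9% in these data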;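 further: uninfected addAB+ strain grown without phage in ampicillin broth; 0% = DMSO wells and 100% = ciprofloxacin 0.95 µg/ml wells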
Tat transport: inhibitors of E. coli Tat protein transport | 0.036% of 340,000 active | E. coli MC4100 TorA-mCherry Tat export, fluorescence | inhibition, % at 10 µM;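 active means mean replicate inhibition at least 50% and at least half of replicates individually reaching 50%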;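 further: exported cargo escapes ClpAP degradation while cytoplasmic cargo is degraded and loses fluorescence; 0% = median of neutral control wells and 100% = median of NaSCN control wells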
PKA-R2B act: activators of human PKA-R2B complex | P22694+P31323 | PKA-R2B holoenzyme dissociation, Cy5-IP20 fluorescence polarization; R2B truncated from residue 108, S112A mutant; 0% DMSO only, 100% 113 µM cGMP | activation, % at 11.4 µM | 0.079% of 340,000 active;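 active means activation above a cutoff set at the mean over all compounds plus 3 SD, cut at about 18% in these data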;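 further: higher means more holoenzyme dissociation and a rise in polarization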
Mot1-301 SUMO: blocks SUMOylation pathway, rescuing yeast Mot1-301 growth. 1% of 320,000 active. growth rescue, % at 18.8 µM. S. cerevisiae Mot1-301 growth rescue, ATP luminescence, 38.5C; percent above DMSO median, 100 means doubled;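 active means every valid replicate shows activation above 250% relative to neutral control wells; inactive means the rest, any valid replicate at or below 250%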;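 further: OY570 slx delta 5 strain wells were the positive control but not used for scaling; some compounds called inactive have numbers as strong as hits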
HTR5A inv ag: inverse agonist of human HTR5A in OPRM1-OPRD1 counter-screen | P47898 | HTR5A cell line, luminescence, inverse agonism | inhibition, % at 9.3 µM | 0.083% of 340,000 active; in the data active means inhibition mostly above about 23%, no sharp cut-off; inactive means mostly below about 18%;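 further: 0% = cells with DMSO and 100% = no-cell wells with DMSO; some compounds called inactive have numbers as strong as hits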
PKA-R1A activ: PKA-R1A complex activation; P00514+P68181; PKA-R1A dissociation, Cy5-IP20 fluorescence polarization; scaled: DMSO 0%, 113 µM cGMP 100%; activation, % at 11.4 µM; 0.083% of 340,000 active;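 active means percent activation above the mean of all tested compounds plus 3 SD, cut at about 19% in these data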;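 further: higher means more PKAc released from R1A so a rise in polarization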
OPRM1-OPRD1 inv: mu-delta opioid heterodimer inverse agonism; 0.21% of 340,000 active; P35372+P41143; cell-based MOR-DOR heterodimer luminescence; inhibition, % at 9.3 µM; in the data active means inhibition above about 22%, passing the limit was not always enough;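 further: 0% = cells with DMSO and 100% = wells without cells with DMSO; values of inactives mirror those of a sister screen read the other way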
* = called active by the depositor; . = not tested or not shown. The list is partial; the hit share may differ from the screen's.

SMILES	phage Ecoli inh	OPRM1-OPRD1 ag	AddAB inh	PfHsp90 yeast 2	Ecoli viability	Tat transport	PKA-R2B act	Mot1-301 SUMO	HTR5A inv ag	PKA-R1A activ	OPRM1-OPRD1 inv
C[C@]12CCC(OC(=O)CCC(=O)O)CC1=CCC1C2CC[C@]2(C)C(=O)CCC12 (stereo partly specified)	-0.6	-3.3	-0.7	18	-1.7	3	-12	13	6	-10	15
CNC(C(=O)c1ccccc1)C(OC)c1ccc(C)cc1 (stereo unspecified)	2.0	-3.6	0.9	-12	-0.8	2	-3	-21	-10	1	19
O=C1NC(=O)N(Cc2ccccc2)C(=O)/C1=C/c1cnc(-c2ccccc2)nc1	4.5	-1.1	0.0	10	-1.8	3	-13	16	4	-7	6
CCCCC(=O)C1C(=O)NC(=O)NC1=O	-0.3	-0.9	0.3	5	-0.4	-6	4	28	-6	-3	5
Cc1ccc(-c2nc3ccccc3c(=O)n2-c2cc(C)ccn2)cc1	3.4	-1.8	1.4	17	0.5	-5	-2	-10	-23	0	10
O=c1[nH]c(=O)n(CCC2=CCCCC2)c(O)c1/C=N/Nc1ccccc1	0.9	1.5	3.5	-4	0.7	2	-1	291*	-18	6	-8
COc1ccccc1NC(=O)COC(=O)c1cn(C)c2ccccc12	3.2	-1.6	0.7	6	1.8	2	-8	155	15	10	6
CCOc1cc(-c2nc3c(C)cccn3c2NCC2CCCO2)ccc1O (stereo unspecified)	2.0	-2.3	-0.2	7	-1.1	1	4	-3	-3	-14	12
COC(=O)C1=C(c2cccc(OCc3ccccc3)c2)C[C@@H]2CC[C@H]1N2C(=O)NCc1ccc(Cl)cc1	1.6	0.8	-0.3	6	-2.3	8	-10	12	-3	3	-4
COC(=O)C1=C(c2c(C)noc2C)C[C@@H]2CC[C@H]1N2C(=O)NCCOc1ccccc1Cl	3.5	-0.4	2.1	-7	0.9	-3	-5	-26	-16	-1	2
Cn1c(N2CCNCC2)nc2ccccc21	4.1	-1.8	2.5	10	2.2	-6	-6	8	-5	-6	10
CC(C)CCn1c(=O)c(C(=O)NCc2ccco2)c(O)c2ccccc21	4.4	-1.7	2.6	2	2.2	-2	4	355	-13	-19	9
COc1ccc(-n2c(-c3ccccc3Br)nc3ccccc3c2=O)cc1	-1.9	-1.8	-2.2	1	0.1	4	8	-2	-9	-11	9
COc1cc(OC)c(OC)cc1CNCCc1cccc(F)c1	1.4	1.9	1.9	-30	0.4	-1	7	-3	4	0	-9
Cc1cccc(CN2CCN(c3ccc(Cl)cc3)CC2)c1	3.4	5.7	0.7	4	0.9	-2	1	220	3	-4	-26
Cc1ccc(CN(Cc2ccccc2)C(=S)NCC(=O)N2CCC3(CC2)OCCO3)o1	-1.2	-1.1	-0.3	40	-3.4	-3	7	-4	26	3	5
COc1cccc(C(=O)N2C[C@H]3C[C@@H](C2)c2cccc(=O)n2C3)c1	1.5	-1.8	2.9	2	2.8	3	2	-6	-8	-5	9
COc1ccc(OC)c(-n2c(O)c(C=NCCN3CCNCC3)c(=O)[nH]c2=S)c1	1.0	-2.6	1.2	-13	-4.2	3	1	97	0	-5	11
Cc1cc(OCC(=O)NC(Cc2ccc(Cl)cc2)C(=O)O)c2c3c(c(=O)oc2c1)CCCC3 (stereo unspecified)	3.2	0.2	5.5	-8	0.0	13	-3	0	14	-11	-1
Cc1nn(CC(C)C)c(Cl)c1C(=O)NC1CCCCC1	1.1	-1.6	.	0	.	1	1	.	-20	-9	9
CC(=O)c1c(C)n(Cc2ccccc2)c2ccc(O)cc12	1.2	-2.2	0.3	5	0.6	-5	-5	-3	-13	-4	11
CCN(CC)c1ccc(N=Cc2c(O)n(-c3ccc(Cl)cc3)c(=O)[nH]c2=O)cc1	-0.7	-0.4	1.9	-21	-1.5	7	-3	219	11	6	2
CCCCn1c(=O)c(C(=O)Nc2ncccc2C)c(O)c2ccccc21	-1.8	2.6	3.0	-23	1.5	-6	-1	-13	-10	12	-13
Fc1ccc(CCNCc2ccc(Cl)c(Cl)c2)cc1	5.3	5.3	9.9	2	1.6	1	-7	-28	-10	-15	-33
c1ccc2sc(C3CCCNC3)nc2c1 (stereo unspecified)	4.2	-2.3	-0.2	7	-0.9	7	-3	15	-1	1	14
c1ccc2c(CCNC3CCCCC3)c[nH]c2c1	4.2	-2.9	3.8	6	0.2	3	-5	3	-65	4	14
CCCC/C(=N/O)c1c(C)[nH]c2ccccc12	2.2	-1.6	0.4	11	2.5	-11	-6	0	6	-4	7
O=[N+]([O-])c1oc2ccc3ccccc3c2c1CCO	100*	2.0	.	136*	.	-8	-7	.	-4	10	-9
CN1CN=C(N[N+](=O)[O-])N(Cc2ccco2)C1	1.6	-2.5	1.0	-1	0.3	1	-16	1	3	0	11
Cc1ccc2cc(CNCCc3ccccc3C)c(=O)[nH]c2c1	-0.1	-0.1	3.0	-3	1.6	0	-5	10	27	-5	1
N=C(N)c1c(O)n(C2CCCCC2)c(=O)n(C2CCCCC2)c1=O	3.2	11	-1.9	-4	-0.6	9	-1	3	9	-5	-56
COc1ccc2c(c1OC)C(=O)O[C@H]2[C@@H]1c2cc3c(cc2CCN1C)OCO3	1.5	1.4	1.4	11	-0.5	-4	-3	8	6	-5	-8
CNc1cc(N2CCNCC2)ccc1[N+](=O)[O-]	5.2	-2.2	0.0	28	0.5	-8	3	1	11	-3	14
Cc1c(C=O)c2ccccc2n1Cc1ccc(F)cc1	3.5	-0.7	3.6	-55	-0.2	-6	1	13	12	-2	4
c1ccc(CNC2=NCCS2)cc1	2.1	-1.8	1.4	5	-1.1	-1	-12	6	17	-17	8
Cc1ccc(NP(=O)(c2ccccc2)c2nc3ccccc3s2)cc1 (stereo unspecified)	3.2	-2.5	0.8	-33	1.5	8	4	-15	4	2	12
Cn1cccc1/C=C1\C(=O)NC(=O)N(CCC2=CCCCC2)C1=O	1.9	-1.8	.	6	.	-13	-3	.	9	-14	12
CCOC(=O)C(O)(c1ccc(N(CC)C(=O)COc2ccccc2)cc1)C(F)(F)F (stereo unspecified)	.	0.5	-2.0	30	-0.5	-1	-5	3	7	-1	-3
CCN(CC)P(=O)(Oc1cccc(C)c1)N(CC)CC	-0.6	-0.9	-0.6	-13	0.8	4	-2	-6	-2	-7	5
CCn1c(O)c(/C=N/NC(=O)c2ccccc2)c(=O)[nH]c1=S	3.5	-1.9	2.5	12	1.0	-10	3	-11	2	-6	9
COc1ccc2c(c1O)-c1c(OC)c(OC)cc3c1[C@H](C2)N(C)CC3	2.1	-0.4	1.1	2	2.6	2	6	17	-5	4	2
O=C1OCCN1P(=O)(c1ccccc1)c1ccccc1	-0.4	-1.5	3.9	-15	-1.4	9	10	-16	3	-3	9
CCC1CN1P(=O)(N1CCCC1)N1CC1CC (stereo unspecified)	4.1	0.0	.	.	.	-2	2	.	-9	3	0
O=C(c1cccn2c(=O)c3cc(Br)ccc3nc12)N1CCC2(CC1)OCCO2	4.2	-3.2	2.8	-36	-0.3	-2	0	-6	8	1	17
C[C@]12C[C@@H](O)[C@H](O)CC1=CCC1C2CC[C@@]2(C)C1CC[C@@H]2O (stereo partly specified)	-1.5	-3.2	0.7	17	0.8	-6	-1	-9	-14	-9	15
O=P(O)(O)/C=C(\Cl)c1ccccc1	3.4	-0.7	3.0	1	0.1	-8	-4	5	-1	-3	4
Cc1cccc(OCC(=O)N2CCN(Cc3ccncc3)CC2)c1	-4.1	-0.6	1.1	6	0.2	-1	0	-14	18	-1	4
CC(=O)N1CCC(N2CCCC(C(=O)c3cccc(Cl)c3)C2)CC1 (stereo unspecified)	3.7	-2.3	2.9	-10	0.6	-12	-10	146	-11	8	11
CCN(CC)C(=O)c1ccc(NC(=O)CN2CCc3cc(OC)c(OC)cc3C2)cc1	-0.2	2.4	0.6	8	-1.0	0	-2	2	3	5	-11
CCOc1ccccc1-n1c(O)c(C=NCCCN(CC)CC)c(=O)[nH]c1=O	2.2	-2.6	0.3	-16	-0.2	-6	-2	252	7	-12	13
O=C1C2C3CCC(O3)C2C(=O)N1CCO (stereo unspecified)	-1.3	2.4	-0.6	-28	-0.2	1	-10	-7	-22	12	-13
Cc1ccc2c(c1)CC1(CN2C)C(=O)NC(=O)N(CCC2=CCCCC2)C1=O (stereo unspecified)	2.3	-1.6	2.4	2	-0.2	-2	-4	4	-10	1	7
CCn1c(O)c(N=Nc2ccc(S(=O)(=O)N3CCOCC3)cc2)c(=O)n(CC)c1=S	2.0	-1.4	2.2	19	-1.6	-11	2	7	8	-4	7
CNCC1(c2ccccc2)CCCC1	2.5	-0.7	0.5	22	1.2	2	-6	6	-12	6	5
COc1cc2c(c(OC)c1OC)-c1ccc(O)cc1[C@@H](NC(C)=O)CC2	4.9	-0.4	3.0	1	0.2	-2	-5	237	-4	-7	2
CCNC(=O)C1OC(n2cnc3c(N)ncnc32)C(O)C1O (stereo unspecified)	1.5	0.4	-1.3	-1	3.0	2	2	.	-21	-2	-2
O=C1CC(=O)N(Cc2ccccc2)C(=O)N1	1.6	-2.2	.	15	.	4	10	.	5	7	11
O=C(COC(=O)Cc1ccccc1)Nc1ncc(Cl)cc1Cl	1.9	-1.7	4.0	-8	1.3	2	-2	0	-18	-10	7
[N-]=[N+]=NCc1cn2cccnc2n1	2.8	-3.0	3.3	-4	2.2	-1	-5	363	2	-6	14
O=P(Nc1ccccc1)(Nc1ccccc1)Oc1ccccc1	3.1	-1.0	-0.8	4	-0.3	0	7	78	5	-12	7

2 of these compounds in a different format:
O=C1C2C3CCC(O3)C2C(=O)N1CCO (stereo unspecified)
  phage Ecoli inh: -1.3; OPRM1-OPRD1 ag: 2.4; AddAB inh: -0.6; PfHsp90 yeast 2: -28; Ecoli viability: -0.2; Tat transport: 1; PKA-R2B act: -10; Mot1-301 SUMO: -7; HTR5A inv ag: -22; PKA-R1A activ: 12; OPRM1-OPRD1 inv: -13
Cc1ccc2c(c1)CC1(CN2C)C(=O)NC(=O)N(CCC2=CCCCC2)C1=O (stereo unspecified)
  phage Ecoli inh: 2.3; OPRM1-OPRD1 ag: -1.6; AddAB inh: 2.4; PfHsp90 yeast 2: 2; Ecoli viability: -0.2; Tat transport: -2; PKA-R2B act: -4; Mot1-301 SUMO: 4; HTR5A inv ag: -10; PKA-R1A activ: 1; OPRM1-OPRD1 inv: 7

(further entries)
SMILES	phage Ecoli inh	OPRM1-OPRD1 ag	AddAB inh	PfHsp90 yeast 2	Ecoli viability	Tat transport	PKA-R2B act	Mot1-301 SUMO	HTR5A inv ag	PKA-R1A activ	OPRM1-OPRD1 inv
CC(=O)O[C@H]1C(=O)[C@@]2(C)C([C@H](OC(=O)c3ccccc3)[C@]3(O)C[C@H](O)C(C)=C1C3(C)C)[C@]1(OC(C)=O)CO[C@@H]1C[C@H]2O (stereo partly specified)	4.5	-3.0	3.2	-3	-1.2	1	7	5	-29	-6	16
Cc1cc(N2C(=O)C3CCCN3C2c2sccc2C)no1 (stereo unspecified)	0.1	3.0	1.1	.	0.3	-3	-6	-15	-7	-3	-18
Fc1ccc(Cn2nnnc2CN2CCC(n3nnc4cc(C(F)(F)F)ccc43)CC2)cc1	-3.0	.	0.1	-10	-0.6	5	1	-6	.	-15	.
O=C(Cc1ccccc1)NC(Cc1ccc(Cl)cc1)C(=O)O (stereo unspecified)	2.8	-1.3	0.6	-10	1.5	-9	-3	3	1	-13	7
